High-throughput results from PubChem.
NPSR antag: blocks cAMP signaling of the human neuropeptide S receptor | Q6W5P4 | CHO-NPSR cells, cAMP TR-FRET, antagonist mode | Potency, µM (top dose mostly 38.3 µM), for inactives: top-dose activity change, negative = inhibition, most hits filed as inhibitors | 220,000 compounds, 1% hits | AID 1461; further: potency means the concentration at half of the fitted maximal effect; on the % scale 0 is the no-effect control and ±100 the full control effect; nearly all actives have a fitted effect of over 50% in size; many of its hits are not listed in these tables
Target sequence (Q6W5P4 whole entry, looked up): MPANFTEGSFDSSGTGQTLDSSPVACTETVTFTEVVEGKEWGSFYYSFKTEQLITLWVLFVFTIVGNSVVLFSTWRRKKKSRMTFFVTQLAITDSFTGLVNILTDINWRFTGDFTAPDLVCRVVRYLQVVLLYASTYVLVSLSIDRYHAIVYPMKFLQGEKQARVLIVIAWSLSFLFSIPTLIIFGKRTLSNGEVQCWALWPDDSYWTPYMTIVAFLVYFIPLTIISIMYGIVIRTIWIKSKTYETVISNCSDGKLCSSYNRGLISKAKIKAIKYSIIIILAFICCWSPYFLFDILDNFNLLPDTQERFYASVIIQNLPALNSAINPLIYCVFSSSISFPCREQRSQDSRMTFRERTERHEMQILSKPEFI
Lamin A splicing: changes lamin A minigene splicing in HeLa cells; AID 1487; 200,000 compounds, 0.01% hits; HeLa LMNA splicing GFP/RFP minigene ratio, 48 h; Potency, µM (doses to about 46.1 µM), inactives show top-dose ratio change, negative = inhibition, actives largely listed as inhibitors; active means well fitted inhibition curve with a large enough effect in the signal ratio, with a control signal flat, not every such curve was filed as active; inconclusive means small, poorly fitted or top-dose-only effect, or effect the other way, or a change in a side signal; the % refers to the signal ratio; further: potency means the concentration at half of the fitted maximal effect; on the % scale 0 is the no-effect control and ±100 the full control effect
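S3 HeLa stable clones carrying a lamin A-EGFP splicing minigene plus DsRed2 were seeded at 600 cells/well in Opti-MEM with 2% FBS, pin-dosed and incubated 48 h at 37°C. Acumen cytometry (488 nm) gave the GFP/RFP total-intensity ratio.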
Epigenetic reg: epigenetic control regulation, reporter derepression; Potency, µM (highest dose often 53.9 µM), for the others: at the highest dose GFP activation, usual class: activators; murine LDR cells, GFP reporter derepression, 30 h; 280,000 compounds, 0.2% hits; further: potency means the concentration at half of the fitted maximal effect; % of control where 0% means no effect; nearly all actives have a fitted effect of over 60% in size
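Reporter derepression read as number of fluorescent GFP-positive objects, 20-120 um in size, counted by laser-scanning cytometer. Mouse LDR line with an epigenetically silenced CMV-GFP locus; compound incubation 30 h, 37 C.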
KinaseGlo FLuc: blocks Kinase-Glo luciferase, a counter-screen artifact | Potency, µM (top dose mostly 38.3 µM), without a hit: at the top dose activity change, negative = inhibition, most hits filed as inhibitors | AID 1379 | 200,000 compounds, 0.28% hits | Kinase-Glo luciferase, ATP luminescence, 8 min; further: potency means the concentration at half of the fitted maximal effect; on the % scale 0 is the no-effect control and ±100 the full control effect; nearly all actives have a fitted effect of over 60% in size
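Light output from Kinase-Glo luciferase with luciferin and 10 uM ATP in 50 mM imidazole pH 7.2, KCl, MgCl2, Tween 20, BSA; compound pin-delivered, 8-min ambient incubation, then luminescence read.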
IMPase Li inh: IMPase inhibition in cells with lithium potentiation. AID 1457. CHO-M1 cells, IP1 TR-FRET (IP-One), carbachol + lithium. 210,000 compounds, 0.35% hits. Potency, µM (series often up to 59.4 µM), without a hit: at the highest dose activity, negative = IMPase inhibition, actives largely listed as inhibitors;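 further: IP1 builds up when IMPase is blocked and the TR-FRET signal falls; potency means the concentration at half of the fitted maximal effect; plate controls were basal vehicle for no effect and high inhibitor control for full effect; nearly all actives have a fitted effect of over 50% in size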
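CHO cells stably expressing M1 receptor (2000/well, cultured 16–30 h) treated 30 min at 37C with compound plus low lithium. Cytosolic IP1 by TR-FRET (665/620 ratio and 620 channel) after 10 min lysis; AC50 by Hill fit.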
HTT aggregate: reduces HttQ103-GFP aggregates in PC12 cells; PC12 HttQ103-GFP aggregates, Acumen cytometry, 40 h; Potency, µM (series often up to 46.1 µM), for the others: at the highest dose activity change, negative = inhibition, hits mostly inhibitors; 220,000 compounds, 1.1% hits; further: potency means the concentration at half of the fitted maximal effect; on the % scale 0 is the no-effect control and ±100 the full control effect; nearly all actives have a fitted effect of over 60% in size
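Ecdysone-promoter PC12 model expressing HTT exon 1 Q103 fused to GFP, induced by tebufenozide at 100 nM final. Compounds titrated; aggregates sized 1–25 µm scored on a 488 nm laser cytometer.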
CBFb-RUNX1 inh: CBF-beta/RUNX1 interaction disruption; Q01196+Q13951; Potency, µM (titrated, usually from 59.8 µM), inactives show at the highest dose activity, negative = inhibition, actives largely listed as inhibitors; AlphaScreen CBFb-His/RUNX1-biotin binding, biochemical; 230,000 tested, under 10 active; further: % of control where 0% means no effect
Target sequence (Q01196 whole entry, looked up): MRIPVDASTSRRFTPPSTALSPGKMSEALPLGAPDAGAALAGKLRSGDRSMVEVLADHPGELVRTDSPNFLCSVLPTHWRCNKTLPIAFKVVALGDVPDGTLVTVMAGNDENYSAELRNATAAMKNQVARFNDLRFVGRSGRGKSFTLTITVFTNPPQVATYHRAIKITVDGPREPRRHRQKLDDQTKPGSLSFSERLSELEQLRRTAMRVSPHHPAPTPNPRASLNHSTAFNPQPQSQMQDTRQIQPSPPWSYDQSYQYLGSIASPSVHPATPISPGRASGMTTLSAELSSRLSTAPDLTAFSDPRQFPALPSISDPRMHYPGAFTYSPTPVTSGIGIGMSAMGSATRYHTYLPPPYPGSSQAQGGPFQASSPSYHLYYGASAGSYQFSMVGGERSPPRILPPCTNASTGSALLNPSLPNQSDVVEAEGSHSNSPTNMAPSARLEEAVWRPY
Target sequence (Q13951 whole entry, looked up): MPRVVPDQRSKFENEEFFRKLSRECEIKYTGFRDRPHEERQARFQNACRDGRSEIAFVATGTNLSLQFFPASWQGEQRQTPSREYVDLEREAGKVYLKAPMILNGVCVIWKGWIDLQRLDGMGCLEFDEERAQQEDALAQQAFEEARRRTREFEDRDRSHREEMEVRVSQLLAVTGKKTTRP
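AlphaScreen proximity signal reports loss of binding between His-tagged CBF-beta and biotin-labelled RUNX1, each at 30 nM. Proteins are pre-associated for 20 minutes, compounds added for 15 minutes, then beads for 90 minutes, all at ambient temperature.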
The depositor's hits bear a star; ? = inconclusive; . = not tested or not shown; & = joins results of further samples; [ ] = dose if it differs, or a comment. Unless noted, the call rests on the fitted dose curve; in most records, active means well fitted curve in the direction sought with a large enough effect; inconclusive means small, poorly fitted or top-dose-only effect, or another doubt; inactive means no such curve, though single readings can be large; an effect the other way counts as inactive or inconclusive. An excerpt; the hit share may differ from the screen's.

structure	NPSR antag	Lamin A splicing	Epigenetic reg	KinaseGlo FLuc	IMPase Li inh	HTT aggregate	CBFb-RUNX1 inh
CCC(CC)NC(=O)c1cc(OC)c(OC)c(OC)c1	10%[46.1 µM]	2%	0.8%	-10%	1%[38.3 µM]	2%	-7%
COc1ccccc1N=c1oc2cc(O)ccc2cc1C(N)=O	-22%[46.1 µM]	?	-1.1%	?	-13%[38.3 µM]	?	1%
COc1ccc(S(=O)(=O)N(CCCN2CCOCC2)Cc2cccc(OC)c2OC)cc1	-2%[46.1 µM]	23%	0.8%	2%	40%[activator][38.3 µM]	-18%[9.22 µM]	0%
Cc1cc2c(ncn2C)c(NS(=O)(=O)c2ccc(F)cc2)c1C	5%	?	-2.8%	1%	-1%	-1%	-11%
COc1ccc(C(=O)Nc2ccc(S(=O)(=O)N3CCCC3)cc2)cc1	-11%	-13%[46 µM]	-3.8%	2%	1%	-1%[9.22 µM]	5%
O=C(/C=C/c1cn(-c2ccccc2)nc1-c1cccc(Cl)c1)N1CCN(c2ccccn2)CC1	-53%	-16%[46 µM]	-1.3%	3%	14%	14%[9.22 µM]	-14%
CCOC(=O)N1CCN(S(=O)(=O)c2ccc(OC)c(OC)c2)CC1	29%[46.1 µM]	-16%	-1.0%	1%	12%	-10%	4%
Cc1nc(SCC(=O)NC(=O)NC2CCCCC2)nc(C)c1C	7%	.	2.4%	.	9%	-27%	-2%
CCC1(C)CC(CCNS(=O)(=O)c2ccc(C)cc2)(c2ccc(C)cc2)CCO1 (configuration not stated)	?	?	-1.1%	-1%	24%[38.3 µM]	?	-1%
COc1ccc(/C=C/C2=CCN(Cc3ccc(OC)cc3)CC2)cc1	-9%	.	0.5%	-1%	-1%	-32%	-3%
CCOc1cc(C2C3=C(CCCC3=O)Nc3ccc4ncccc4c32)ccc1O (configuration not stated)	-7%	?	13%	0%	5%	17%	2%
COc1ccc(CNC(=O)COc2ccc(F)cc2)cc1	1%	-2%[46 µM]	3.0%	2%	2%	17%	3%
CCSc1nnc(NC(=O)COc2ccccc2[N+](=O)[O-])s1	-8%	3%[46 µM]	1.3%	-17%	1%	-7%	0%
Cc1[nH]c2ccc(S(N)(=O)=O)cc2c1C	11%[7.67 µM]	-5%	0.6%	0%	-5%[38.3 µM]	-13%	2%
COc1ccc(Br)cc1CNC(=O)C1CCN(C(=O)N(C)C)CC1	4%	0%[46 µM]	0.9%	-1%	3%	-4%	-10%
CCC1CCc2c(sc(NC(=O)c3cccnc3)c2C(N)=O)C1 (configuration not stated)	-3%	15%[46 µM]	2.1%	-2%	1%	20%	5%
CSc1nnc(CCCCCNC(=O)OC(C)(C)C)o1	4%	.	-4.1%	.	.	22%[9.22 µM]	15%
O=C(O)/C=C/c1ccc(OCCCF)cc1	-3%	5%[46 µM]	0.9%	-2%	-3%	5%	-6%
O=C(NNC(=O)[C@H]1CC=CC[C@H]1C(=O)O)c1ccc(Cl)cc1Cl	2%	.	?	2%	5%	4%	1%
Cc1cccc(/C(N)=N/OC(=O)Cc2cccc3ccccc23)c1	-4%	10%[46 µM]	-1.8%	-1%	11%	-20%	?
CC(=O)N1N=C(c2ccc(C)cc2)CC1c1ccc2c(c1)OCO2 (configuration not stated)	7%[7.67 µM]	.	-0.3%	.	.	3%[9.22 µM]	2%
CCOC(=O)c1c(NC(=O)CCC(=O)O)sc2c1CCCCC2	-15%	-10%	-1.0%	-3%	-8%	18%	-2%
Cc1cccc(C)c1NC(=O)CC1SC2=NCCN2C1=O (configuration not stated)	-11%[46.1 µM]	-2%	0.0%	-2%	12%[38.3 µM]	10%	5%
Cc1cccc(-n2cc(CN3CCCN(C=O)CC3)c(-c3cccc(F)c3)n2)c1	42%	9%[46 µM]	6.0%	-2%	19%	10%[9.22 µM]	2%
O=c1c2[nH]c3cccc(Cl)c3c2ncn1Cc1ccco1	?	.	1.9%	.	.	-6%[9.22 µM]	2%
CC(C)(C)OC(=O)NC(CC(=O)OCc1ccccc1)C(=O)O (configuration not stated)	-4%	.	-1.6%	.	.	5%[9.22 µM]	2%
O=C(CSCc1ccc(Cl)cc1Cl)Nc1c[nH]c(=O)[nH]c1=O	15%[46.1 µM]	-15%	13%	.	.	2%	-2%
O=C(c1cccc(F)c1)N1CCCC(C(=O)N2CCN(c3ccccc3)CC2)C1 (configuration not stated)	-9%	.	-0.4%	.	.	-6%[9.22 µM]	7%
COC(=O)C1=C(O)/C(=C/c2cccc(OC)c2O)N=C1C	30%	.	0.5%	.	.	-25%[9.22 µM]	-2%
N#Cc1c2n(c3c(N)ncnc13)CCCCC2	5%	.	1.0%	.	.	14%[9.22 µM]	6%
Cc1c(Br)c([N+](=O)[O-])nn1CC(=O)NCCc1ccc(Cl)cc1	-14%	-4%[46 µM]	0.0%	4%	4%	7%	2%
CCOC(=O)CN1CC23C=CC(O2)C(C(=O)Nc2ccc(F)cc2)C3C1=O (configuration not stated)	-6%[46.1 µM]	-11%	1.2%	2%	12%[38.3 µM]	0%	2%
CCOC(=O)C1=NNC(C(=O)c2ccc(OC)cc2)C1c1ccccc1 (configuration not stated)	-21%[46.1 µM]	-4%	0.1%	21%	25%[38.3 µM]	12%	-2%
Cc1cccc(N(C)c2cc(C)nc3ncnn23)c1	6%	-2%	0.6%	2%	0%	2%	0%[2.36 µM]
O=C(OCc1ccccc1Cl)c1cccnc1Cl	4%[46.1 µM]	1%	-1.0%	-3%	14%[38.3 µM]	11%	15%
CCCOc1ccc(Oc2cc(C)nc(SC)n2)nn1	8%[46.1 µM]	3%[0.0737 µM]	-0.8%	2%	-7%[38.3 µM]	20%	0%
Cc1nn(C)c(C)c1S(=O)(=O)N1CCCC(C(=O)NCCc2ccc(Cl)cc2)C1 (configuration not stated)	-12%[46.1 µM]	-15%	-0.8%	4%	32%[38.3 µM]	6%	21%
CCCCCN=CC1=C(O)CC(c2ccccc2)CC1=O (configuration not stated)	-5%	.	4.3%	0%	22%	-18%	11%
Cc1c(O)ccc(C(=O)COc2ccccc2F)c1O	-17%[46.1 µM]	6%	-4.3%	0%	8%[38.3 µM]	-21%	1%
COc1ccc(OCc2nnc(SCC(N)=O)n2-c2ccccc2OC)cc1	5%[46.1 µM]	3%	-1.0%	-2%	-16%[38.3 µM]	-2%	1%
COc1cc2nc(SCC(N)=O)n(CCC3=CCCCC3)c(=O)c2cc1OC	-8%[46.1 µM]	-2%	16%	-2%	25%[38.3 µM]	-23%	3%
CCc1noc(C)c1C(=O)NCCc1ccc(OC)c(OC)c1	7%[46.1 µM]	7%	-9.1%	-3%	-4%[38.3 µM]	5%	5%
CC(C)(C)NC[C@H](O)c1cc(O)cc(O)c1	.	?	0.0%[16.9 µM]	-7%[17.1 µM]	0%	3%	-6%[21.7 µM]
CCOC(=O)C1C(=O)NCC1c1ccccc1 (configuration not stated)	-14%[46.1 µM]	-1%	-4.9%	-3%	-10%[38.3 µM]	-6%	-2%
COc1ccc(N=Cc2ccc(CNS(=O)(=O)c3ccc(Cl)cc3)o2)cc1	-14%[46.1 µM]	-6%	0.0%	-4%	2%[38.3 µM]	1%	-4%
O=C(CSc1ncn(-c2ccccc2)n1)N1CCc2ccccc21	-20%[46.1 µM]	5%	-1.1%	-2%	19%[38.3 µM]	-12%	7%
CC(C)OCCCNC(=O)C1CCC(CNS(=O)(=O)c2ccc(Cl)cc2)CC1 (configuration not stated)	2%	?	0.1%	0%	-3%	1%	2%
CSc1nnc(SC)nn1	.	.	-1.1%	1%	15%	.	20%
CCOc1ccc(NC(=O)C[n+]2ccc(N(C)C)cc2)cc1	5%	?	1.8%	-2%	16%	-18%	1%
Cc1ccc(-c2nnc(SCCC(=O)N3CCOCC3)o2)cc1	4%	.	-1.1%	0%	15%	1%	6%
O=C(/C=C/c1ccc2c(c1)OCO2)N1CCN(c2n[nH]c(=O)[nH]c2=O)CC1	-1%	.	0.0%	.	.	18%[9.22 µM]	10%
CCN(C(=O)c1cn(C)c(=O)c2cc(OC)c(OC)cc12)c1cc(C)ccc1C	-4%[46.1 µM]	0%	0.0%	-3%	3%[38.3 µM]	4%	1%
CC(C)(C)NC(=O)C(c1ccccn1)N(C(=O)C1CSC(=O)C1)c1ccc(F)cc1 (configuration not stated)	-3%[46.1 µM]	8%	-1.6%	-1%	-12%[38.3 µM]	6%	-3%
Cc1cccn2c(CNCC(C)Oc3cccnc3)c(C(=O)N3CCOCC3)nc12 (configuration not stated)	15%	.	-1.1%	.	.	14%[9.22 µM]	5%
CCOC(=O)/C(C(N)=NCc1ccco1)=C(/O)c1ccccc1	9%[46.1 µM]	-4%	-2.0%	-1%	25%[38.3 µM]	-9%	0%
Cc1ccc(C(=O)Nc2nc(=O)n(C)s2)cc1	-7%[46.1 µM]	24%	-1.2%	-4%	-5%[38.3 µM]	19%	6%
CCN1C(=O)CC(NNC(=O)c2ccc(Cl)cc2)C1=O (configuration not stated)	1%[46.1 µM]	1%	-1.1%	-3%	-5%[38.3 µM]	6%	0%
COc1cccc(/C=N/NC(N)=S)c1OCc1ccccc1Cl	-37%	2%	0.0%	0%	1%	?	-4%
CC(C)(C)C(=O)CSc1ncnc2sc3c(c12)CCC3	-27%	.	-4.4%	-3%	8%	?	24%
COc1ccccc1C(=O)C1CCCN(C(=O)CCC(=O)c2ccccc2)C1 (configuration not stated)	12%	.	-3.2%	.	.	-3%	12%
O=C(/C=C/Nc1ccc(F)c(F)c1)c1ccc(Br)cc1	-6%	0%	-0.7%	-2%	0%	19%	3%
CCNC(=S)N1CCC(c2nc3ccccc3s2)CC1	-5%[46.1 µM]	1%[0.0737 µM]	0.0%	-1%	-5%[38.3 µM]	18%	-3%
N=C1C=CC(=C(c2ccc(N)cc2)c2ccc(N)cc2)C=C1	.	.	.	?	28%&14%	.	?
